F508del corr = correctors of CFTR F508del function in bronchial epithelial cells | AID 720511 | CFBE cells, YFP halide quenching; stimulated with forskolin plus potentiator P3; % fluorescence drop versus neutral controls | activity (quench increase), % at 7.58 µM | 350,000 tested, 0.36% active;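 active = mean added fluorescence quench of at least 8% versus neutral control, with both replicates also reaching 8%; inconclusive = only one of the mean or replicate conditions met; inactive = mean below 8% and not both replicates reaching 8%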;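 note: cells transiently co-express mutant CFTR-F508del with the halide-sensitive YFP; corrector assay measuring rescue of mutant channel to the surface after 24 h compound exposure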
RAD52 inh = inhibitors of human RAD52 DNA annealing; AID 651710; recombinant RAD52 DNA annealing, FRET fluorescence; inhibition, % at 18.7 µM; 360,000 tested, 0.46% active; P43351;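 active = every replicate showing at least 50% inhibition; inconclusive = mean inhibition at least 50% but not in every replicate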
INS-1E GSIS act = GLuc luminescence reporter in INS-1E cells, primary screen for activators of glucose-dependent secretion of insulin; INS-1E GLuc reporter insulin secretion, 2-3 h; activation, % at 16.6 µM; 370,000 tested, 0.61% active; AID 743287;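 active = lowest replicate activation of at least 40%, so every replicate reaches that level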;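 note: 0% = median of neutral control wells and 100% = median of IBMX positive control wells; some compounds called inactive have numbers as strong as hits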
E-selectin induc = E-selectin induction on HUVECs; P16581; HUVEC E-selectin immunofluorescence imaging; normalized: neutral wells 0, TNF-alpha wells 100; activation, % at 7.58 µM; 260,000 tested, 0.37% active; AID 686992;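 active = mean E-selectin-positive cell signal at least 10% of the positive control, reached in at least 60% of replicates, without over 20% cell loss; inconclusive = no rule given, readout overlaps actives, possibly toxicity-flagged; inactive = the rest, including those meeting only one limit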;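 note: in these data hits start at about 27%; measured in HUVEC primary endothelial cells; signal is the percent of cells scored E-selectin positive by PE staining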
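Read-out: % PE-positive cells | Test system: HUVEC | Doses: One compound dose added by pin transfer | Buffer or medium: EGM-2 over gelatin coat | Signal: Immunofluorescence imaging | Benchmarks: TNF-alpha, DMSO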
Xi reactivation = reactivates the inactive X chromosome in mouse fibroblasts; XiGFP mouse fibroblasts, % GFP-positive cells imaging, 3 d; cells co-treated with 5-aza-dC sensitizer; scaled so ellipticine positive control = 100%; activation, % at 7.58 µM; 360,000 tested, 0.055% active; AID 743238;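 active = mean normalized replicate activation at least 10% and every replicate at or above 10%; inconclusive = only one of the two criteria met; inactive = mean below 10% and not all replicates reach 10%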;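 note: 0% = median of on-plate neutral control wells and 100% = ellipticine 6 µM median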
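Material: SV40-immortalized XiGFP fibroblast cells, line 68-5-11 | Buffer or medium: DMEM containing 5-aza-dC | Dosing: One concentration, pinned | Times: 3 d treatment, 15 min room-temperature fixation | Controls: Ellipticine 6 µM positive control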
CASP6 VEID inh = caspase-6 (human) enzyme inhibition | P55212 | purified caspase-6, Z-VEID-R110 cleavage fluorescence | inhibition, % at 12.5 µM | 350,000 tested, 0.53% active | AID 686996;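 active = mean inhibition across replicates at least about 35%, with every replicate also reaching that limit, limit read from the data; inconclusive = only one of the two criteria met; inactive = neither criterion met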;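 note: 0% = median of neutral control wells and 100% = no fluorescence left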
Target sequence (P55212 24-179 limits assumed): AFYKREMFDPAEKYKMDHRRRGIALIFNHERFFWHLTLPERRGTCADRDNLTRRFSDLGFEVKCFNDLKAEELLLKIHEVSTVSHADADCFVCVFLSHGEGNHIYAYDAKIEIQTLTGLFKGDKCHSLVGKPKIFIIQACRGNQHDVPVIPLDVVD
Target sequence (P55212 194-293 limits assumed): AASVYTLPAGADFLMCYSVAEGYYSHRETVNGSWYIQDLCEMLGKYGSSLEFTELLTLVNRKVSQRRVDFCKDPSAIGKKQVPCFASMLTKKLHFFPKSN
DENV2 CPE = DENV2-induced cell death inhibition | DENV2-infected cells, cytopathic effect rescue, plate reader | 350,000 tested, 1.7% active | CPE inhibition, % at 9.99 µM | AID 651640; in the data active = CPE inhibition above about 20%, passing the limit was not always enough; inconclusive = no clear call, values can overlap the other calls; tested in BHK-21 cells;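 note: 0% = median of neutral control wells and 100% = median of positive control wells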
RAD54 branch = blocks human RAD54 Holliday junction branch migration; Q92698; FAM/BHQ fluorescence; inhibition, % at 10.4 µM; 360,000 tested, 0.14% active; AID 602329;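 active = mean normalized replicate activity at least 40 and at least half of replicates scoring 40 or more; inconclusive = only one of the two criteria met; inactive = mean below 40 and under half of replicates reaching 40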;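 note: 0% = median of neutral control wells and 100% = median of positive control wells; inhibitors cause a drop in the FAM fluorescence signal; in these data hits start at about 50%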
Target sequence (Q92698 whole entry, looked up): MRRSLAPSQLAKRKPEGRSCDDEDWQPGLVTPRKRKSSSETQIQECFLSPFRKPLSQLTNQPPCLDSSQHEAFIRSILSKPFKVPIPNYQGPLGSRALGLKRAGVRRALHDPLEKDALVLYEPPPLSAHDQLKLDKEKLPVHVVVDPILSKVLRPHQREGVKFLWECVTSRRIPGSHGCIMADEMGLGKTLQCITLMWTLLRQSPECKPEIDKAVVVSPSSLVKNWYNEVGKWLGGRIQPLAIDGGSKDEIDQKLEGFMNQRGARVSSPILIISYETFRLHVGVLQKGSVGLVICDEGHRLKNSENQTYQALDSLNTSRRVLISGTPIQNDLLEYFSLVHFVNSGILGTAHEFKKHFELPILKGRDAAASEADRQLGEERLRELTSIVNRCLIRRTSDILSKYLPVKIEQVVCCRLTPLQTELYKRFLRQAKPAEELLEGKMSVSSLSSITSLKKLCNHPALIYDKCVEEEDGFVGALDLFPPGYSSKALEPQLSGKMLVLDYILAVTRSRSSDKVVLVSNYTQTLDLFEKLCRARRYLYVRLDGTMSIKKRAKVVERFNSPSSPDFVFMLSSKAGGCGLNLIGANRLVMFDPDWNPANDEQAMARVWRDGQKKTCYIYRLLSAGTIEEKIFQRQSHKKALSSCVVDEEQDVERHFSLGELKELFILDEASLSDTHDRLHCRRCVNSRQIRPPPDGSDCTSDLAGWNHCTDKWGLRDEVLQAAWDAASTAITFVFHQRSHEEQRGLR
* hit, by the source's call; ? = inconclusive; . = no result given; & = joins results of further samples.

SMILES	F508del corr	RAD52 inh	INS-1E GSIS act	E-selectin induc	Xi reactivation	CASP6 VEID inh	DENV2 CPE	RAD54 branch
C[C@@H]1CN([C@@H](C)CO)C(=O)Cc2cc(NC(=O)CCCCCC(=O)Nc3ccccc3N)ccc2O[C@@H]1CN(C)Cc1ccc(-c2ccccc2)cc1	-1.9	-20	-42	.	-0.1	0	13	-12
CCc1cnc(N2[C@H](C#N)[C@H](c3ccccc3)[C@H]2CO)s1	-1.2	-44	-5	0.1	-0.1	-5	2	-8
C[C@@H]1CN([C@H](C)CO)C(=O)c2cccc(NC(=O)Nc3cccc4ccccc34)c2O[C@H]1CN(C)S(=O)(=O)c1ccc(F)cc1	2.0	-1	5	0.6	0.7	1	-2	.
COc1cc(CCNC(=O)CCCn2c(=O)c3cccn3c3cccnc32)cc(OC)c1OC	1.0	-16	1	0.0	1.1	3	?	-1
COc1ccc(NS(=O)(=O)c2cc(NC(=O)CNC(=O)c3cccc(OC)c3)ccc2C)cc1	.	-15	-13	.	0.0	1	.	-3
COc1ccc(SCCN2CC[C@@H](O)CCC2=O)cc1	0.4	-2	-9	0.0	0.1	-1	.	7
OCC1(CCCc2ccccc2)CCN(Cc2ccc(F)cc2)CC1	.	-15	13	.	0.1	0	8	.
CN(CCCC(=O)Nc1nccs1)S(=O)(=O)c1ccc(Cl)cc1	5.5	1	6	1.3	0.8	1	12	11
Cc1ccc(S(=O)(=O)Nc2cccc3c2O[C@@H](CN(C)C(=O)Nc2cccc4ccccc24)[C@@H](C)CN([C@H](C)CO)C3=O)cc1	0.1	.	-30	1.6	0.0	.	.	.
O[C@@H]1CN(Cc2cccs2)[C@@H](c2ccccc2)C[C@H]1n1cc(C2CC2)nn1	3.3	-4	-6	-0.1	-0.3	-1	?	5
C/C=C/c1ccc([C@H]2[C@H](CO)N(C(=O)CN(C)C)C23CN(C(=O)C2CC2)C3)cc1	2.1	-20	14	1.4	0.2	2	2	.
COc1ccc(CCN2CC(C(=O)OCC(=O)Nc3c(C)nn(-c4ccccc4)c3C)CC2=O)cc1OC (centres undefined)	0.3	-13	9	0.4	0.0	-2	-3	6
C[C@@H]1CN([C@@H](C)CO)C(=O)Cc2cc(NC(=O)Cc3cn(C)c4ccccc34)ccc2O[C@@H]1CN(C)CC1CCCCC1	2.7	-10	1	-2.3	-0.8	-1	-3	1
C[C@@H]1CCCCO[C@@H](CN(C)Cc2ccc(C(F)(F)F)cc2)[C@@H](C)CN([C@H](C)CO)C(=O)c2cc(NC(=O)NC3CCCCC3)ccc2O1	4.1	16	-11	0.0	0.4	1	-2	4
CN1CCN(C(=O)C[C@@H]2C=C[C@@H](NC(=O)Nc3ccccc3F)[C@H](CO)O2)CC1	1.3	8	4	-0.6	0.3	-5	2	-1
COc1ccc(N2CCN(C(=O)Cn3nnc(-c4ccc(N(C)C)cc4)n3)CC2)cc1	.	-13	-4	.	0.0	-2	1	-4
COC(=O)C[C@@H]1C[C@@H]2c3cc(NC(=O)c4cccnc4)ccc3O[C@@H]2[C@@H](CO)O1	-2.5	9	30	0.2	0.0	0	1	3
COc1cccc(S(=O)(=O)N2CCCCN3[C@H](CO)[C@H](c4ccc(-c5ccccc5)cc4)[C@@H]3C2)c1	-1.1	-5	12	-0.7	0.0	-2	-7	14
Cc1ccc(S(=O)(=O)N(C)C[C@@H]2OCCCC[C@@H](C)Oc3ccc(NC(=O)CCCCCC(=O)Nc4ccccc4N)cc3C(=O)N([C@H](C)CO)C[C@@H]2C)cc1	0.9	-5	14	-0.3	1.1	3	?	1
COc1cccc(NC(=O)C[C@H]2CC[C@@H]3[C@H](COc4ccc(NC(C)=O)cc4C(=O)N3C)O2)c1	0.6	10	-3	0.1	0.0	0	-1	-2
Cc1ccc(N2CC(C(=O)Nc3nnc(C)s3)CC2=O)cc1 (centres undefined)	2.0	-14	4	.	.	-3	-1	2
NS(=O)(=O)c1ccc(CNC(=O)c2cc(S(=O)(=O)N3CCOCC3)c(Cl)cc2Cl)cc1	2.3	-13	9	0.8	0.4	4	2	-6
Cc1ccc([N+](=O)[O-])cc1S(=O)(=O)NCCc1c(C)[nH]c2c(C)cccc12	.	-6	-41	-0.1	0.2	-1	4	3
CC(=O)Nc1ccc(C(=O)N/C(=C/c2ccccc2)C(=O)N2CCCCC2)cc1	0.9	-7	7	.	0.2	12	1	1
CCCCN(Cc1cc2cccc(C)c2[nH]c1=O)S(C)(=O)=O	-0.9	-6	19	-0.3	0.9	3	0	-7
O=C(Cc1ccccc1)N1C[C@H]2[C@@H](c3ccccc31)[C@H](CO)N2C(=O)Cc1ccccc1	-1.3	12	7	-0.1	-0.1	0	13	-1
COc1cccc(CNC(=O)c2ccc(NC(=O)CC3SC(N4CCCCC4)=NC3=O)cc2)c1 (centres undefined)	-1.4	-29	-14	-1.7	0.0	0	1	-7
CCOC(=O)C1CCN(C(=O)NC23CC4CC(CC(C4)C2)C3)CC1	1.1	-15	-8	.	.	5	.	2
CCCc1cc(C(=O)OC)c(NC(=O)CCCC(=O)O)s1	-0.1	-13	9	5.2	0.3	-2	11	.
COC(=O)c1c(NC(=O)CSc2nc(-c3ccco3)cc(C(F)(F)F)n2)sc2c1CCCC2	-0.2	-11&-10	1&-5	.	.	-4&4	7	0
CC(C)CCn1c(CN2CCN(C(=O)c3ccco3)CC2)nc2c1c(=O)n(C)c(=O)n2C	3.2	-8	-3	-0.9	0.1	-2	3	3
COCc1nnc(SCC(=O)NC(C)c2ccccc2)n1-c1ccccc1 (centres undefined)	.	-13	27	.	.	-1	.	-5
COc1cc(C(=S)N2CCOCC2)ccc1OC(=O)c1cc(OC)c(OC)c(OC)c1	-2.2	-3	2	-0.1	0.4	3	-4	0
Cc1cc(NC(=O)c2ccc(F)cc2)n(-c2ccccn2)n1	3.0	2	24	-0.1	0.2	2	2	.
COC(=O)C1=C(C)N(C)C(=NCc2ccc(C(F)(F)F)cc2)NC1c1cccc(Cl)c1 (centres undefined)	0.5	27	.	-0.2	0.2	2	5	.
C/C=C/c1ccc2c(c1)O[C@@H](CN(C)C(=O)NC1CCCC1)[C@H](C)CN([C@@H](C)CO)S2(=O)=O	.	15	-14	-0.1	0.4	0	0	-5
CCCc1cn(CC[C@@H]2CC[C@@H](NC(=O)C3CCCC3)[C@@H](CO)O2)nn1	-2.9	-2	-1	0.1	0.1	0	-9	-3
COc1cccc(CN(C)C[C@H]2OCc3cn(nn3)CCCC(=O)N([C@H](C)CO)C[C@@H]2C)c1	-3.5	3	7	-0.3	0.6	-3	-6	-16
CCCNC(=O)C[C@H]1CC[C@@H]2[C@H](COc3ccc(NC(=O)Nc4c(C)noc4C)cc3C(=O)N2C)O1	-1.4	7	8	0.0	0.1	1	10	-12
Nc1cc(S(=O)(=O)c2ccc(O)c(N)c2)ccc1O	-2.9	-8	-1	4.2	0.1	15	-1	.
Cc1ccccc1-c1cc2nc(NCc3ccc(N(C)C)cc3)n(C)c(=O)c2s1	5.4	-25	-24	-0.1	0.0	1	-11	-18
CCOc1ccc(S(=O)(=O)N(C)CC(=O)N2CCCC2)cc1	-1.0	-8	-3	.	0.0	1	2	1
O=C(N[C@H]1CC[C@@H](CC(=O)N2CCc3ccccc3C2)O[C@H]1CO)C1CC1	-1.6	1	9	0.0	-1.3	-1	3	-3
COc1ccc2c3c(n(C)c2c1)[C@@H](CO)N(Cc1cccc(Cl)c1)CC31CN(C(C)=O)C1	1.9	-32	-2	0.0	0.0	.	-2	.
CCC(=O)c1ccc(OCC(=O)Nc2cc(S(=O)(=O)N3CCCCC3)ccc2OC)cc1	-1.3	-7	-3	-4.3	0.2	-1	3	0
O=C(N/N=C\c1cc2c(cc1[N+](=O)[O-])OCO2)c1cccs1	-3.5	-8	-9	0.3	0.2	3	-5	7
C[C@@H]1CN([C@H](C)CO)C(=O)c2cc(NC(=O)Nc3ccccc3)ccc2O[C@H]1CN(C)S(=O)(=O)c1cccs1	0.4	-8	-10	2.1	-1.0	-3	7	-5
CCCC(=O)Nc1ccc2c(c1)C(=O)N(C)[C@H]1CC[C@@H](CC(=O)NCCOC)O[C@@H]1CO2	0.4	.	0	0.1	0.3	.	-4	-14
COc1ccc2c3c(n(C)c2c1)[C@@H](CO)N(C(=O)Nc1ccc(F)cc1)CC31CCN(Cc2ccccn2)CC1	5.9	23	-9	0.0	0.2	4	14	.
O=C1CN(S(=O)(=O)Cc2ccccc2)C[C@H]2[C@@H](c3ccc(C#CC4CC4)cc3)[C@@H](CO)N12	1.6	-17	-15	0.6	0.2	-1	4	.
C[C@@H]1CN([C@@H](C)CO)C(=O)Cc2cc(NS(=O)(=O)c3ccc(Cl)cc3)ccc2O[C@H]1CN(C)Cc1ccc(-c2ccccc2)cc1	3.0	.	6	-0.1	0.0	.	.	.
CC(C)CCn1c(=O)c2sccc2n2c(CCCC(=O)N3CCN(c4ccccn4)CC3)nnc12	4.0	-11	-21	.	0.2	0	8	1
Cc1cc(C(=O)N(C)CC(=O)Nc2cccc(F)c2)no1	0.3	-7	0	-0.4	-0.1	4	2	5
Cn1c2ccc(F)cc2c2nnc(SCC(=O)Nc3cccc(O)c3)nc21	-3.7	-17	3	.	0.1	-3	-1	2
O=C(CN1CCCc2ccccc21)NC(=O)NCc1ccccc1	1.0	-26	16	1.9	-0.2	2	-6	7
CCN(CC(=O)Nc1ccccc1C(F)(F)F)C(=O)c1oc2ccc(OC)cc2c1C	0.5	-15	-23	0.3	0.0	3	-5	.
CCOC(=O)N/N=C/c1cc(OC)c(O)c(OC)c1	.	-4	.	3.3	0.3	-2	3	.
CCN(CC)S(=O)(=O)c1cccc(NC(=O)COC(=O)/C=C/c2ccco2)c1	1.4	-12	1	0.9	-0.1	8	-3	-5
CC(=O)Oc1ccc(/C=C2/CCc3ccccc3C2=O)cc1	-3.5	-10	1	2.7	0.2	2	-2	0
CCCC(=O)N(CCc1c[nH]c2ccccc12)[C@@H]1CC(C(=O)NCCO)=C[C@H](Oc2c(I)cc(CO)cc2OC)[C@H]1O	-2.1	0	.	.	.	3	-4	-8

Fetched by structure from above, 2 records:
SMILES	F508del corr	RAD52 inh	INS-1E GSIS act	E-selectin induc	Xi reactivation	CASP6 VEID inh	DENV2 CPE	RAD54 branch
O=C1CN(S(=O)(=O)Cc2ccccc2)C[C@H]2[C@@H](c3ccc(C#CC4CC4)cc3)[C@@H](CO)N12	1.6	-17	-15	0.6	0.2	-1	4	.
COc1ccc2c3c(n(C)c2c1)[C@@H](CO)N(C(=O)Nc1ccc(F)cc1)CC31CCN(Cc2ccccn2)CC1	5.9	23	-9	0.0	0.2	4	14	.

Following part:
SMILES	F508del corr	RAD52 inh	INS-1E GSIS act	E-selectin induc	Xi reactivation	CASP6 VEID inh	DENV2 CPE	RAD54 branch
Cc1cc(C(=O)Cn2cc(C(F)(F)F)ccc2=O)c(C)n1-c1ccccc1	.	5	-18	-1.7	0.1	-1	-11	.
CC(=O)c1cccc(NC(=O)CSc2ccc(-c3sc(C)nc3C)nn2)c1	0.0	-19	35	-0.1	-0.1	-4	-10	-1
CCOc1cccc(CN2CCC(N3CCC(C(=O)NCC4CCCO4)CC3)CC2)c1 (centres undefined)	-1.1	-61	-8	.	0.0	-18	-4	0
Clc1ccc(C=Cc2ccccn2)cc1	1.3	-35	1	-0.9	0.2	1	-3	1

High-throughput results: PubChem, Broad Institute
